Compound activity as filed in PubChem.
POLI inh = DNA polymerase iota (human) inhibition; Potency, µM (series often up to 115 µM), for the others: top-dose activity, negative = inhibition, hits mostly inhibitors; 390,000 compounds, 1% hits; Q9UNA4; Pol iota fluorescent replication assay, 10 min
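Pol iota at 10 nM preincubated 15 min with compounds at room temperature; reaction started with fluorescent substrate, 50 nM final. Fluorescence read kinetically at 0 and 10 min; buffer-only wells as negative control.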
Pol eta inh = inhibitors of human DNA polymerase eta. recombinant Pol eta, fluorescent DNA replication assay. Potency, µM (doses to about 114 µM), inactives show top-dose activity change, negative = inhibition, most hits filed as inhibitors. 390,000 compounds, 1.2% hits. AID 588591; note: % is set by controls: 0 for no effect and ±100 for the full control effect
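Pol eta (10 nM) was preincubated with compounds for 15 min at room temperature, after which fluorescent replication substrate (50 nM final) was added to start the reaction. Fluorescence was read kinetically at 0 and 10 min.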
G9a block = G9a (human) methyltransferase inhibition. Q96KQ7. G9a H3K9 monomethylation, AlphaScreen, 2 h. Potency, µM (top dose mostly 102 µM), for the others: at the top dose activity, negative = inhibition, hits mostly inhibitors. 350,000 compounds, 8.8% hits. AID 504332; note: % is set by controls: 0 for no effect and ±100 for the full control effect; nearly all actives have a fitted effect of over 75% in size
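Enzyme 20 nM + cpd, 15 min RT; add b-H3K9 pep 500 nM / SAM 20 uM; 2 h RT; anti-H3K9me1 Ab 0.5 ug/mL + SA donor / anti-rabbit acceptor beads 20 ug/mL each, 10 min; AlphaScreen read.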
POLK inh = DNA polymerase kappa (human) inhibition | 400,000 compounds, 0.53% hits | Q9UBT6 | Potency, µM (series often up to 107 µM), inactives show top-dose activity, negative = inhibition, actives largely listed as inhibitors | AID 588579 | purified Pol kappa, fluorescent DNA synthesis assay, 10 min; note: % is set by controls: 0 for no effect and ±100 for the full control effect
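Pol kappa 10 nM + cpd, 15 min RT; start w/ substrate 50 nM final; fluorescence kinetic read, 0 and 10 min. Neg ctrl: buffer, no enzyme.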
APE1 inh = APE1 (human) endonuclease inhibition; P27695; recombinant APE1, TAMRA/BHQ-2 abasic DNA cleavage fluorescence; Potency, µM (doses to about 65.8 µM), for inactives: top-dose activity change, negative = inhibition, actives largely listed as inhibitors; 350,000 compounds, 0.35% hits; AID 2517;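 note: plate controls were vehicle for no effect and reference inhibitor for full effect; nearly all actives have a fitted effect of over 55% in size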
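APE1 at 0.75 nM final was preincubated with compound 15 min at room temperature, then 50 nM double-stranded THF abasic-site substrate (5'-TAMRA/3'-BHQ-2) was added. Fluorescence (ex 525/em 598 nm) was read kinetically; third-minus-first read gave activity.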
BLM inh = Bloom syndrome helicase (human) inhibition; Potency, µM (series often up to 56.1 µM), for the others: at the highest dose activity change, negative = inhibition, most hits filed as inhibitors; 350,000 compounds, 0.2% hits; AID 2528; P54132; recombinant BLM DNA unwinding, fluorescence dequenching;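 note: plate controls were vehicle for no effect and no enzyme for full effect; nearly all actives have a fitted effect of over 35% in size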
JMJD2A Tudor inh = inhibitors of human JMJD2A Tudor domain | O75164 | AlphaScreen JMJD2A-Tudor / H3K4me3 peptide binding | Potency, µM (titrated, usually from 114 µM), without a hit: top-dose activity change, negative = inhibition, most hits filed as inhibitors | 390,000 compounds, 4.4% hits | AID 504339; note: % is set by controls: 0 for no effect and ±100 for the full control effect; nearly all actives have a fitted effect of over 50% in size
BAZ2B block = BAZ2B (human) inhibition; Potency, µM (doses to about 114 µM), for inactives: at the highest dose activity change, negative = inhibition, usual class: inhibitors; AID 504333; AlphaScreen BAZ2B-H3K14Ac peptide displacement; 360,000 compounds, 4.4% hits; Q9UIF8; note: % is set by controls: 0 for no effect and ±100 for the full control effect; nearly all actives have a fitted effect of over 60% in size
Target sequence (Q9UIF8 whole entry, looked up): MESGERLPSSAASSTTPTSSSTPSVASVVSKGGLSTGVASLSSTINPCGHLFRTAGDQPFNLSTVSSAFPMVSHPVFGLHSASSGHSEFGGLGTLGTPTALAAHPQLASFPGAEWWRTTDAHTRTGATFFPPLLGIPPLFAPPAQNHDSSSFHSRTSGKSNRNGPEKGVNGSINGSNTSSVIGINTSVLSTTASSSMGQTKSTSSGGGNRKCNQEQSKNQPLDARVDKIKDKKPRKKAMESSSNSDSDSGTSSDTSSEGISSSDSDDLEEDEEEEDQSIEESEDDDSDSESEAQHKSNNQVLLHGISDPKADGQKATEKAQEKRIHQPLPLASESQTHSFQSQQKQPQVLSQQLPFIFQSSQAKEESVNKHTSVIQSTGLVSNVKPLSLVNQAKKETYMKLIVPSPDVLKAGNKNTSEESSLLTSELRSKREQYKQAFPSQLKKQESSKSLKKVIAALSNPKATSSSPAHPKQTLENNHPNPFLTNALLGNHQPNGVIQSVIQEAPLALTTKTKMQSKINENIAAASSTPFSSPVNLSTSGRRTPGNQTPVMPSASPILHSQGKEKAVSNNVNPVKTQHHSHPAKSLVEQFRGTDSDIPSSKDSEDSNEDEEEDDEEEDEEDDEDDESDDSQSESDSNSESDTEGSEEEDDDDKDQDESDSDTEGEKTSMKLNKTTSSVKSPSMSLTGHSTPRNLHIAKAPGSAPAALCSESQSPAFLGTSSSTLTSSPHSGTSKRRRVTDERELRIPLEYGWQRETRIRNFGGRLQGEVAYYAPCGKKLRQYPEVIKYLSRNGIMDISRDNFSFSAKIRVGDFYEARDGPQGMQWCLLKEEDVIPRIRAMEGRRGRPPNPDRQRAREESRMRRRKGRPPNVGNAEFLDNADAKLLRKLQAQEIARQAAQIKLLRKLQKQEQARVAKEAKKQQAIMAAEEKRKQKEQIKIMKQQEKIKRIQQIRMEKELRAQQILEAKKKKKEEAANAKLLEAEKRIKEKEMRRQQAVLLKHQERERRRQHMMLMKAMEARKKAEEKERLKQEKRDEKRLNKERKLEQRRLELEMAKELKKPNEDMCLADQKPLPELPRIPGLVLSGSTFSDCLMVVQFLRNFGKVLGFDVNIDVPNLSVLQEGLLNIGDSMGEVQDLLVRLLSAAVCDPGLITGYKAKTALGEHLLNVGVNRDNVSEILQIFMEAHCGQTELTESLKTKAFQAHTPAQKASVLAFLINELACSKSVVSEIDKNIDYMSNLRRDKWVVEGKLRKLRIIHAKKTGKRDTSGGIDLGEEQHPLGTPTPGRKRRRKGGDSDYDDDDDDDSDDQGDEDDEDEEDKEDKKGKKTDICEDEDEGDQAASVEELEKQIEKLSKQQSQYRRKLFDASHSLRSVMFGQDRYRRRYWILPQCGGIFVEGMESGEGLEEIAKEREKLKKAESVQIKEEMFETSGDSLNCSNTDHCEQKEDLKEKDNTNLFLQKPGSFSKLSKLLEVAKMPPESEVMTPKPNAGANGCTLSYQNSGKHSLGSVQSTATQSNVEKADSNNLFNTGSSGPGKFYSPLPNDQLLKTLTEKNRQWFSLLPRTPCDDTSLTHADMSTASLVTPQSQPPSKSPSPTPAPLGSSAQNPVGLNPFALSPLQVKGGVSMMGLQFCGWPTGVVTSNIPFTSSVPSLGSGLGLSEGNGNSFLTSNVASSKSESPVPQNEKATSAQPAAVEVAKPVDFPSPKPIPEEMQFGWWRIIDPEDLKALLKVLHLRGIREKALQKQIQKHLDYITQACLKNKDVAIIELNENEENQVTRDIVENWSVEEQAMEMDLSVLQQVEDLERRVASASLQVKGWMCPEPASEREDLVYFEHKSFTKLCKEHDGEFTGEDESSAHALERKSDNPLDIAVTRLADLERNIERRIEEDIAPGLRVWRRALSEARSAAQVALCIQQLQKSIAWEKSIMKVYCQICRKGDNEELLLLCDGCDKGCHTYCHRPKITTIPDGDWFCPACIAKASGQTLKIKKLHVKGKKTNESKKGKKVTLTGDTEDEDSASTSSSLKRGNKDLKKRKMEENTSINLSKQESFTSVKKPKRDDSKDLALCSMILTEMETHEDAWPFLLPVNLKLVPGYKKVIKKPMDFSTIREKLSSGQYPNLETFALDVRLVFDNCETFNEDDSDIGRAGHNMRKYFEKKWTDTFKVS
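AlphaScreen displacement: compounds (up to 110uM) incubated 30 min at room temperature with a preformed 50 nM BAZ2B/50 nM biotinylated H3K14Ac peptide complex in PBS pH 7.4 with Tween-20. Donor and acceptor beads at 10 ug/mL final added, 20 min light-protected before reading.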
POLB inh = inhibitors of human DNA polymerase beta; Potency, µM (doses to about 114 µM), inactives show at the top dose activity change, negative = inhibition, actives largely listed as inhibitors; P06746; 340,000 compounds, 1.3% hits; Pol beta primer extension/strand displacement, fluorescence kinetic; note: % is set by controls: 0 for no effect and ±100 for the full control effect
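Pol beta (10 nM) and compounds were preincubated 15 min at room temperature, then 50 nM substrate (final) started primer extension/strand displacement. Reads were taken at 0 and 10 min; concentration-response data were fitted to a four-parameter Hill equation.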
Starred values were filed as active, the others as inactive; ? = inconclusive; nt = no result given; & = joins results of further samples; [ ] = another dose, or the depositor's remark. Calls come from the whole dose curve; as a rule, active = well fitted curve in the direction sought with a large enough effect; inconclusive = small, poorly fitted or top-dose-only effect, or another doubt; inactive = no such curve, though single readings can be large; an effect the other way counts as inactive or inconclusive. Potency is the fitted concentration of half-maximal effect. These rows are one share of the data; count on the stated rates, not on these rows.

SMILES	POLI inh	Pol eta inh	G9a block	POLK inh	APE1 inh	BLM inh	JMJD2A Tudor inh	BAZ2B block	POLB inh
COC(=O)C1CN(C(=O)COc2ccc(C)c(C)c2)c2ccccc2O1 (stereo not given)	33%[activator]	-16%	53%	-5%	37%	-7%	1%	3%	-1%
COc1cc2c3cc1Oc1cc(ccc1O)C[C@@H]1c4c(cc(OC)c(O)c4Oc4ccc(cc4)C[C@@H]3N(C)CC2)CC[N+]1(C)C	nt	nt	-30%[59 µM]	-20%[60.1 µM]	0%	99%[activator]	nt	nt	nt
Cc1ccc2nc(-c3cccc(SC4CCCCC4)c3)c(NCc3ccccc3)n2c1	-11%	-8%	nt	-6%	-1%	nt	?	nt	nt
CCOC(=O)N1CCN(c2c(NCC3CCN(Cc4cccc(C)c4)CC3)c(=O)c2=O)CC1	25%	-14%	?	3%	-3%	0%	-21%	-1%	12%
CCCCN1CC(=O)N2[C@H](c3ccc(Cl)cc3)[C@@H]3C(=O)N(CC)C(=O)[C@@H]3[C@]2(C)C1=O	33%[activator]	-18%	23%	1%	1%	2%	7%	0%	18%
CCCCCC1C(=O)CCC1CC(=O)OC (stereo not given)	-9%	-12%	nt	-5%	3%	2%	-3%	nt	nt
CC(C)OCCCN(C)C1CCN(S(=O)(=O)c2csc(C(N)=O)c2)CC1	2%&9%	-17%&-19%	15%	1%&-11%	39%	1%&0%	-6%&9%	-18%&1%	1%&-9%
Cc1cc(N2CCOCC2)ncc1[N+](=O)[O-]	8%	-12%	7%	-15%	1%	-3%	-22%	-3%[57.1 µM]	-12%
O=c1c2c3c(sc2nc(N2CCNCC2)n1-c1cccc(Cl)c1)CCCCC3	nt	nt	-14%	nt	1%	-1%	nt	-17%	1%
Cn1c(SCC(=O)Nc2sccc2C(N)=O)nc2ccccc2c1=O	15%	-7%	nt	-13%	-3%	nt	-8%	nt	nt
CC1CN(c2nc3ccccc3nc2C(C#N)C(=O)NC2CCCCC2)CC(C)O1 (stereo not given)	nt	nt	-15%	nt	-5%	-2%	nt	4%	10%
Cc1ccc(O)c(C2=Nc3ccccc3C2(C)C)c1	?	-11%	244%[activator]	-24%	19%	0%	127%[activator]	128%[activator]	-8%
CCc1ccc2[nH]c(=O)c(C3C(C#N)=C(N)Oc4c3ccc3cccnc43)cc2c1 (stereo not given)	45%[activator]	?	-4%[59 µM]	-21%	12%	-4%	?	?	19%
CCOc1ccc(Br)cc1C1NC(=O)c2c(sc3c2CCN(C)C3)N1 (stereo not given)	44%[activator]	-19%	?	1%	nt	5%	-20%	-15%	3%
CCCNc1c(NS(=O)(=O)c2ccc(Cl)s2)c(=O)oc2ccccc12	0%	0%	33%	-11%	-16%	-4%	-8%	-23%	4%
CCS(=O)CC(=O)Nc1c(-c2ccccc2)oc2ccccc2c1=O (stereo not given)	-5%	-19%	-12%[59 µM]	-3%	13%	-2%	13%	3%	19%
COc1ccc(/C=N/NC(=O)c2ccccc2O)cc1Cn1cc(Cl)cn1	1%	-21%	-11%[12.7 µM]	-4%	14%	-5%	?	0%	39%
CCc1ccc(Nc2nc(N3CCOCC3)nc(N3CCOCC3)n2)cc1	11%	-21%	nt	0%	2%	-3%	?	-23%	0%
COC(=O)c1cccc(Nc2nn3c(=O)c4cc5c(cc4nc3s2)OCO5)c1	8%	-5%	6%[59 µM]	1%	nt	-1%	-3%	-2%	3%
COC(=O)CN1CC(=O)c2ccccc2S1(=O)=O	6%	nt	nt	8%	1%	-5%	-26%	nt	nt
CCOc1ccc(C(O)Cn2c(=N)n(CCN3CCCCC3)c3ccccc32)cc1 (stereo not given)	8%	-17%	50µM*	-14%	-1%	-6%	-21%	3%	-13%
Cc1ccc(C(=O)N[C@H](C(=O)Nc2cc(Cl)cc(Cl)c2)C(C)C)cc1	187%[activator]	-2%	21%[59 µM]	-5%	1%	-1%	-4%	0%	2%
CCS(=O)(=O)c1ccc(C(=O)Nc2cccc(Cl)c2)c(Cl)c1Cl	-10%	-16%	3%[59 µM]	-4%	-4%	-6%	9%	5%	3%
Cc1ccccc1Cn1c(=O)n(CC2CCC(C(=O)N3CCOCC3)CC2)c(=O)c2sccc21 (stereo not given)	36%[activator]	-13%	12%[59 µM]	-3%	nt	1%	-15%	-12%	4%
COCCN(CC(=O)NC1CCCCC1)C(=O)CSc1nc2ccccc2o1	30%[activator]	-7%	12%[12.7 µM]	-3%	2%	0%	-3%	-4%	-2%
CC(C)CC1c2[nH]c3ccccc3c2CCN1CCCn1cccn1 (stereo not given)	31%[activator]	-20%	nt	-11%	-3%	-1%	-30%	-12%	33%
CN(C)Cc1c(C(=O)N/N=C/c2cccs2)nnn1-c1nonc1N	18%	8%	-6%	-18%	-12%	-3%	-6%	-31%	-2%
O=C(NCC1CCCN1S(=O)(=O)c1cccs1)c1ccc([N+](=O)[O-])cc1 (stereo not given)	6%	-17%	?	-1%	48%	nt	-16%	-6%	nt
Cc1cc(NC(=O)CSCc2ccccc2)no1	11%	-21%	-50%	3%	1%	-1%	-11%	-4%	4%
Fc1ccc(Nc2nc(-c3cccnc3)cs2)cc1	21%	?	18%	-8%	-1%	-3%	-10%[11.4 µM]	-23%	-25%
CCOC(=O)c1[nH]c2ccccc2c1NC(=O)CC	36%[activator]	-6%	9%	-24%	-1%	0%	-12%	-4%	40%
COc1cc(C(=O)Nc2nc3ccc(S(C)(=O)=O)cc3s2)cc(OC)c1C	38%[activator]	4%	nt	-6%	3%	-14%	-16%	?	-9%
O=C(Nc1ccc(F)cc1)c1ccc(C(=O)N2CCOCC2)cc1	44%[activator]	-17%	16%[2.33 µM]	-6%	16%	nt	-9%	-5%	nt
N/C(=N\OC(=O)c1cc([N+](=O)[O-])ccc1Cl)c1ccccn1	-23%[58.9 µM]	-8%	nt	-6%	-8%	-7%	?	?	-34%
CCC(=O)N1c2ccccc2CC1C(=O)NCCCN1CCN(c2ccc(F)cc2)CC1 (stereo not given)	28%	-12%	9%[59 µM]	1%[60.1 µM]	nt	3%	-25%	-20%	0%
Cc1ccc(C2=Nn3c(COc4ccc(Cl)cc4)nnc3SC2CC(=O)O)cc1 (stereo not given)	110%[activator]	-20%	40µM*	0%	6%	-2%	-8%	?	33%
CCOC(=O)N1CCN(Cc2nc(Cc3cccc(F)c3)no2)CC1	151%[activator]	-10%	?	1%	8%	-4%	1%	-22%	4%
Cc1ccccc1C(=O)Oc1ccccc1C(=O)N1CCOCC1	8%	-7%	13%[59 µM]	-2%	0%	6%	-17%	8%	18%
CCc1cccc(NC(=O)Cn2cc(C(=O)c3ccncc3)c(=O)c3cc(C)c(C)cc32)c1	5%	nt	-2%[59 µM]	-12%[60.1 µM]	nt	-12%	?	-12%	0%
CCC1=C(c2ccc(C)cc2)S(=O)(=O)N=C1N1CCC(C(=O)NCc2ccccc2Cl)CC1	-1%	-5%	-5%[59 µM]	-9%	nt	-5%	-21%	2%	5%
COc1ccc(C2C(C#N)=C(C)NC(C)=C2C#N)c(OC)c1	77%[activator]	-14%	-25%	9%	-8%	-3%	3%	-1%	-22%
O=C(COc1ccc(C(=O)NCc2cccnc2)cc1)Nc1cccc(C(F)(F)F)c1	124%[activator]	-20%	-28%	-22%	-20%	nt	-16%	7%	nt
COc1ccc(CCNC(=O)CN(c2cccc([N+](=O)[O-])c2)S(C)(=O)=O)cc1OC	-7%	-6%	15%	-10%	-2%	-4%	-9%	-15%	-1%
O=C(COc1ccc(/C=N/NS(=O)(=O)c2ccccc2)cc1)Nc1ccccc1	4%	-14%	-26%[0.0925 µM]	-4%	15%	-7%	1%	?	19%
COc1ccc(N2CCN(S(=O)(=O)c3c(C)nc4sccn4c3=O)CC2)cc1	25%	-3%	-26%	4%	19%	-4%	-8%	1%	-23%
CC(=O)c1ccc(NC(=O)Cn2ncc3c4ccccc4n(Cc4ccccc4)c3c2=O)cc1	3%	-11%	7%[59 µM]	-6%	nt	-1%	-17%	-3%	4%
COc1ccccc1N1CCN(C(=O)c2cc(-c3ccc(F)cc3)on2)CC1	32%&-9%[activator]	1%&-11%	10%	6%&-6%	24%	-9%&-4%	-22%&-9%	-1%&-4%	40%&12%
Cc1c(C)n(Cc2ccc(Cl)cc2)c2ccc(C(=O)NCCc3ccc(S(N)(=O)=O)cc3)cc12	-7%	-12%	?	-1%	nt	-8%	?	-19%	-17%
Cc1occc1C(=O)N1CCCC(N2CCN(c3cccc(Cl)c3)CC2)C1 (stereo not given)	2%	-4%	2%[12.7 µM]	-5%	3%	-7%	?	-32%	13%
CCc1noc(N)c1C(=O)Nc1ccc(F)c(Cl)c1	-8%	-11%	-8%[59 µM]	-20%	-4%	-5%	4%	13%	37%

3 compounds from above, showing only APE1 inh, POLI inh and G9a block:
smiles | APE1 inh | POLI inh | G9a block
Cc1occc1C(=O)N1CCCC(N2CCN(c3cccc(Cl)c3)CC2)C1 (stereo not given) | 3% | 2% | 2%[12.7 µM]
O=C(COc1ccc(C(=O)NCc2cccnc2)cc1)Nc1cccc(C(F)(F)F)c1 | -20% | 124%[activator] | -28%
COc1ccccc1N1CCN(C(=O)c2cc(-c3ccc(F)cc3)on2)CC1 | 24% | 32%&-9%[activator] | 10%

(next part)
SMILES	POLI inh	Pol eta inh	G9a block	POLK inh	APE1 inh	BLM inh	JMJD2A Tudor inh	BAZ2B block	POLB inh
Cc1cc(OCC(=O)Nc2ccncc2)ccc1Cl	99%[activator]	7%	nt	4%	-2%	1%	-17%	?	?
CCN(Cc1ccccc1)C(=O)Cn1c(=O)n(-c2ccccc2)c(=O)c2c1c1cc(C)ccc1n2C	34%[activator]	-32%	-2%[59 µM]	-8%	nt	-8%	12%	?	-1%
Cc1ccc2nc(-c3ccncc3)cc(C(=O)N3CCOCC3)c2c1	67%[activator]	-8%	nt	1%	20%	2%	-18%	-14%	5%
COc1cc(NC(=O)Cn2ccn(-c3cc(C)cc(C)c3)c(=O)c2=O)cc(OC)c1	24%	-17%	-1%[59 µM]	5%	nt	-3%	10%	-14%	2%
